# Screening results as filed in PubChem.
# LDHA inh – inhibitors of human lactate dehydrogenase A. 480,000 tested, 0.15% active. purified LDHA, NADH/diaphorase-resazurin fluorescence; hits give low values. AID 1347041. activity change, % (values are at about 110 or 230 µM); in the data active means activity change below about -30%; inconclusive means mostly about -25% to -30%;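 further: plate controls were DMSO wells for no effect and wells without enzyme for full effect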
#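 LDH5 2 nM; NADH 0.06 mM, pyruvate 0.2 mM; 200 mM Tris pH 7.4, EDTA, Tween-20; 5 min RT. Detection: diaphorase 0.133 mg/mL + resazurin 37 µM, fluorescence ex540/em590 at 0 and 20 min; normalized to enzyme-free and DMSO wells.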
# ALOX12 inh – inhibitors of human 12S-lipoxygenase ALOX12 | P18054 | purified 12hLO, xylenol orange hydroperoxide absorbance | Potency, µM (series often up to 108 µM), inactives show top-dose activity change, negative = inhibition, hits mostly inhibitors | 580,000 tested, 1.1% active | AID 1671190; active means well fitted inhibition curve with a large enough effect; inconclusive means small, poorly fitted or top-dose-only effect, or another doubt; inactive means no such curve, though single readings can be large or run the other way; further: potency means the concentration at half of the fitted maximal effect
# Target sequence (P18054 whole entry, looked up): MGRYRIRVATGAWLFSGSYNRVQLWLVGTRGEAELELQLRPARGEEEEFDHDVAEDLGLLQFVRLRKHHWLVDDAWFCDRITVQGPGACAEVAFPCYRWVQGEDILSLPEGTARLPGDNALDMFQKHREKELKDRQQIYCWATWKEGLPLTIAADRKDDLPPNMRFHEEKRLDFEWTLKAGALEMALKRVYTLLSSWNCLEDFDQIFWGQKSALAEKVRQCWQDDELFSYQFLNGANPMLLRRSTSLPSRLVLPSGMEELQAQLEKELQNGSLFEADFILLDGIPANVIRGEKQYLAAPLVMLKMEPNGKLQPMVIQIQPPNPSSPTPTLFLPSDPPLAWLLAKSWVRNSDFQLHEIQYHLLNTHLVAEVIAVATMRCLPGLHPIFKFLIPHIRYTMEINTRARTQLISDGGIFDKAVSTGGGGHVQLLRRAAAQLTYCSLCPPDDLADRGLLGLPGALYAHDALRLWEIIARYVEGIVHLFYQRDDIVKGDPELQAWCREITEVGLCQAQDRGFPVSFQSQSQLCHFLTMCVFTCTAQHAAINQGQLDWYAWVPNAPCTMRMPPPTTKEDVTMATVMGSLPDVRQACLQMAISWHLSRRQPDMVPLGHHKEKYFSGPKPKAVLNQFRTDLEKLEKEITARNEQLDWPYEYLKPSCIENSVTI
#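 Purified human 12hLO at 150 nM in 25 mM Hepes, 0.01% Triton X-100, pH 7.0, preincubated 15 min at room temperature with compound. Reaction started with 40 uM arachidonic acid, 30 min at room temperature. Hydroperoxide measured by Fe-xylenol orange, 573/405 nm absorbance ratio.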
# * marks the source's active call; other numbers are inactive results; ? = inconclusive; [ ] = dose if it differs, or a comment. Unless noted, on the % scale 0 is the no-effect control and ±100 the full control effect.
SMILES,LDHA inh,ALOX12 inh
CC(=C\C(=O)O)/C(=C\c1ccc(Br)cc1)C(=O)O,-11.1,-55.3%
CC(C)c1cc(C(=O)N2CCC(C(N)=O)CC2)c2ccccc2n1,0.1,5.3%
CCCCCn1c(CCC(=O)O)nc2c1c(=O)[nH]c(=O)n2CCCC,-2.8,-8.1%
CN1CCOC(CNCc2cnc(C(C)(C)C)s2)C1 (stereo unspecified),8.2,23.3%
COCCN1C(=O)c2ccccc2C(C(=O)NCc2ccco2)C12CCCCC2 (stereo unspecified),-6.3,?
CCC(C)(C)NC(=O)c1cc2cc(Br)ccc2oc1=O,-5.9,?
CC(CCO)Nc1nc2c(c(=O)n(C)c(=O)n2C)n1Cc1ccc(F)cc1 (stereo unspecified),16.3,13.7%
O=C(Nn1ccc2c(nnc3c(-c4ccccc4)cnn32)c1=O)c1ccncc1,-4.2,-1.4%
N#Cc1ccc(OCC(=O)c2ccc3c(c2)CCCC3)cc1,6.4,4.9%
COc1cccc(/C=C(/C#N)C(=O)c2c[nH]c3cccc(C)c23)c1,1.2,-24.6%
Fc1ccc(COc2cccc(CNCC3CCNCC3)c2)cc1,0.3,?
CCCCn1c(=O)n(CC(=O)Nc2ccc(F)c(F)c2)c(=O)c2c1ncn2CCC(C)C,4.3,-25.2%
Cc1ccc(S(=O)(=O)c2[nH]c(-c3ccccc3)nc2SCC(=O)NC(C)(C)C)cc1,5.4,?
N#Cc1nc(C2CC2)oc1N1CCN(Cc2ccccc2F)CC1,-9.9,?
O=C(CNC(=O)N1CC(=O)Nc2ccccc21)Nc1ccc2c(c1)OCO2,4.3,9.1%
Fc1ccc(NC2c3ccccc3-c3ccccc32)cc1,5.3,4.9%
COc1ccc(OC)c(C2CCCN2C(=O)Cn2cccnc2=O)c1 (stereo unspecified),-15.3,30.8%
COc1ccc2[nH]c(C)c(CCNC(=O)c3cc4cccc(OC)c4oc3=O)c2c1,3.0,-4.3%
Cc1cc(C)cc(NC(=O)c2ccc(Oc3nccnc3N3CCCCC3)cc2)c1,-10.6,-11.4%
Cc1cccc(-c2nc3n(CC(=O)N4CCCCCC4)c(C)cc(=O)n3n2)c1,-30.7*,28.0%
CCCCN(Cc1ccccc1)c1ccc(NS(=O)(=O)c2ccc(C(C)=O)cc2)cc1C(=O)O,4.6,4.47µM*
CC(NC(=O)CSc1ncnc2ccccc12)c1ccccc1 (stereo unspecified),-1.0,37.5%[activator]
COc1ccc(NC(=O)c2nn(C)c(=O)c3ccccc23)cc1OC1CCCC1,9.9,-5.3%
CCCCCCNC(=S)Nc1cccc(Cl)c1,3.2,?
Cc1ccc(-n2c(=O)c3cccnc3n2CC(=O)Nc2ccc(F)cc2F)cc1C,-0.5,-4.1%

# Reformatted: four of the compounds above
# Results follow in this order: LDHA inh, ALOX12 inh
- N#Cc1nc(C2CC2)oc1N1CCN(Cc2ccccc2F)CC1
  -9.9, ?
- O=C(CNC(=O)N1CC(=O)Nc2ccccc21)Nc1ccc2c(c1)OCO2
  4.3, 9.1%
- Fc1ccc(NC2c3ccccc3-c3ccccc32)cc1
  5.3, 4.9%
- COc1ccc(OC)c(C2CCCN2C(=O)Cn2cccnc2=O)c1 (stereo unspecified)
  -15.3, 30.8%

# Additional records follow.
SMILES,LDHA inh,ALOX12 inh
O=C(CCc1ncc(-c2ccccc2)o1)N1CCN(c2ccccc2F)CC1,0.4,?
CCCC(C)N(C)CC(=O)N1CCN(c2oc(C)nc2C#N)CC1 (stereo unspecified),1.5,20.0%
N#C/C(=C/c1ccc(C#N)cc1)c1nc2ccccc2[nH]1,-0.2,-1.1%
CC(NC(=O)c1cccc2ccccc12)C1CC2CCC1C2 (stereo unspecified),10.3,2.6%
O=C(NNC(=O)C1CCOC1)c1cccc([N+](=O)[O-])c1 (stereo unspecified),-3.5,-29.2%
O=C(/C=C/Sc1ccccc1)c1ccc(Br)cc1,-19.2,?
O=C(Nc1ncc(Cc2cccc(C(F)(F)F)c2)s1)C1=Cc2ccccc2OC1,-2.9,10.5%
N#C/C(=C/c1ccc(/C=C(\C#N)C(N)=O)cc1)C(N)=O,-4.0,6.4%
O=C(Nc1ccc(F)cc1)C(c1cccc(F)c1)N1CCN(c2cccc(C(F)(F)F)n2)CC1 (stereo unspecified),-4.7,-15.8%
O=C(CSc1ccc2c(c1)OCCCO2)Nc1ccc2ccccc2c1,24.7,?
CN(C)CCCNC(=O)c1cc(-c2ccccc2)nc2ccccc12,4.0,-17.6%
Cc1ccc2c(CSc3nnc(NC4CC4)s3)cc(=O)oc2c1,5.5,?
Cc1ccc(-c2nc(CN3CCCC3c3cccs3)co2)c(C)c1 (stereo unspecified),1.9,?
O=C(Nc1ccc(Cl)cc1C(F)(F)F)c1ccc(Cl)c(Cl)c1,8.5,9.1%
Cc1ccc(CNc2nc3nc(C)c(CCC(=O)Nc4cccc5ccccc45)c(=O)n3[nH]2)cc1,?,-23.4%
O=C(Nc1ccc2c(c1)CCC2)C(Cc1ccccc1)n1cnnn1 (stereo unspecified),0.4,-10.2%
COc1ccc(N2CCN(C(=O)C(=O)c3cc(OC)c4ccccc4c3)CC2)cc1,3.7,?
CN(CC(=O)N1c2ccccc2OCC1c1ccccc1)Cc1nc2ccccc2c(=O)[nH]1 (stereo unspecified),1.5,11.3%
C1CN[C@H](CN2CCCC2)C1,-5.7,-26.5%
CC(C)C1C/C(=N/NC(N)=S)C=C2CCCCC21 (stereo unspecified),13.6,?
CN1C(=O)c2ccccc2NC1c1cc2ccccc2[nH]c1=O (stereo unspecified),15.0,7.08µM*
CC(C)c1nc2cc(NC(=O)c3ccc(=O)[nH]c3)ccc2o1,-2.0,-0.4%
O=S(=O)(c1cc(Cl)ccc1Cl)N1CCN(C/C=C/c2ccccc2)CC1,-7.3,?
COC(=O)c1ccc(CNC(=O)Cn2c(Cl)nc3c2c(=O)n(C)c(=O)n3C)cc1,-2.5,5.7%
CN(CC(=O)Nc1ccc(F)cc1)C(=O)c1cccc(S(=O)(=O)NCC2CCCO2)c1 (stereo unspecified),0.8,1.5%

# ALOX12 inh, entries above that show a hit.
structure	ALOX12 inh
CCCCN(Cc1ccccc1)c1ccc(NS(=O)(=O)c2ccc(C(C)=O)cc2)cc1C(=O)O	4.47µM*
CN1C(=O)c2ccccc2NC1c1cc2ccccc2[nH]c1=O (stereo unspecified)	7.08µM*

# Continued:
SMILES,LDHA inh,ALOX12 inh
COc1ccc(OCC(=O)n2nc(C)c(S(=O)(=O)N3CCc4ccccc4C3)c2C)cc1,12.9,?
Cc1cccc(CSc2nc3c(cnn3CCO)c(=O)[nH]2)c1,-0.3,-50.9%
Cc1cc(C(=O)N(Cc2ccc(C(N)=O)cc2)C2CC2)sc1C,-6.7,30.2%[activator]
Cc1c(C(=O)N(C)C2CCN(CCc3ccccn3)CC2)oc2ccccc12,-6.2,-27.1%
CSc1ccc(CNCCN2CCCC2)cc1,2.1,?
O=C(Nc1nn(Cc2ccc(F)cc2)cc1Cl)c1nc2ncccn2n1,-3.2,?
ClC(Cl)(Cl)C1=NC(C(Cl)(Cl)Cl)N=C(c2ccccc2)N1 (stereo unspecified),6.2,?
COc1ccccc1-c1noc(-c2ccc(S(=O)(=O)NC3CC3)o2)n1,-1.9,-19.3%
O=C(CCc1ncc(-c2ccc(F)cc2F)o1)Nc1ccccc1Cl,-2.8,25.2%
O=C(Nc1ccccc1C(F)(F)F)c1nc2ccccc2nc1N1CCCC1,2.8,1.9%
CNC(=O)NC(=O)CN(CCC(C)C)C1CC1,7.4,-14.8%
Cc1ccc(C(c2ccc([N+](=O)[O-])cc2)c2ccc(C)s2)s1,0.4,?
Cc1ccc2[nH]cc(CCNC(=O)c3ccc(F)cc3F)c2c1,0.7,7.4%
COc1ccc(C(=O)COC(=O)c2cc(C)nc3ccccc23)cc1,7.0,-23.7%
CC1CCc2nc3ccc4ccccc4c3c(-c3ccc(O)cc3)c2C1 (stereo unspecified),7.0,?
Cc1nc2ccc(Cl)cc2cc1C(=O)NCC(=O)N1CCCCC1,4.4,18.6%
COc1cc(-c2nc(SCC(=O)NC3CCCC3)c(-c3ccccc3)[nH]2)cc(OC)c1OC,1.3,-23.4%
O=C(Cn1c(Cn2c(-c3cnccn3)nc3ccccc32)nc2ccccc21)c1ccc(OC(F)(F)F)cc1,-6.4,4.3%
Cc1ccc(NC(=O)C(C)n2nc(C(=O)O)c3ccccc3c2=O)cc1 (stereo unspecified),3.8,-26.3%
N#Cc1c(N)[nH]c(C(=O)c2ccccc2)c1-c1ccc(Cl)cc1,11.5,?
CCOC(=O)c1ccccc1NC(=O)c1ccc(N2CCCCS2(=O)=O)cc1Cl,-0.1,-4.6%
Cc1noc(/C=C\c2ccc(S(=O)(=O)N3CCOCC3)cc2)c1NC(=O)C1CC1,-2.3,-1.0%
CCCCC(=O)Nc1ccc(-c2nc3cc(CC)ccc3o2)cc1,-2.0,12.0%
O=c1[nH]c2cc3ccccc3cc2nc1-c1nnnn1C1CCCC1,5.3,?
Cc1ccc(NC(=O)C(C#N)=C2CCCCCCC2)cc1,-8.3,?

# Exported with two lines to a compound: part of the list above.
# Below each compound – LDHA inh, ALOX12 inh
> O=c1[nH]c2cc3ccccc3cc2nc1-c1nnnn1C1CCCC1
  5.3, ?
> ClC(Cl)(Cl)C1=NC(C(Cl)(Cl)Cl)N=C(c2ccccc2)N1 (stereo unspecified)
  6.2, ?

# (more compounds)
SMILES,LDHA inh,ALOX12 inh
CC1CC(=O)Nc2cc(S(=O)(=O)NCCc3cccs3)ccc2S1 (stereo unspecified),6.8,4.3%
CCC(C)NC(=O)c1cccc2c(=O)c(C)c(-c3ccccc3)oc12 (stereo unspecified),-3.1,24.0%
COc1cc(C(=O)O)c(Br)c(OC)c1OC,1.1,-20.8%
COC(=O)CCC1CCCCC12OCCO2 (stereo unspecified),17.1,?
C#CCNC(=O)CN1CCCC1C(=O)NCC(F)(F)F (stereo unspecified),4.2,?
CC(Sc1nncn1-c1cccc(Cl)c1)c1nc2ccccc2c(=O)[nH]1 (stereo unspecified),3.5,-4.7%
CC1=C(C(=O)Nc2ccccc2)C(c2cccc(Cl)c2Cl)NC(=S)N1 (stereo unspecified),1.4,?
CCCCN1CCN(C(=O)c2cc(-c3ccncc3)nc3c(C)cccc23)CC1,10.8,8.3%
COc1ccc(CNC(=O)c2nn(-c3ccccc3C)c(=O)cc2OC)cc1,1.8,26.5%
O=C(O)c1ccc(/C=C/c2nc3cc(Cl)ccc3o2)cc1,-1.5,10.8%
COc1ccc(Cl)cc1NC(=O)N1CCC2(CC1)N=C(c1ccc(C(C)(C)C)cc1)C(=O)N2,-1.2,10.1%
Cc1ccc(OCCn2c(CN(C)C(=O)c3ccco3)nc3ccccc32)cc1C,2.6,10.4%
COCCC(C)NC(=O)Nc1ccc(C#N)cc1 (stereo unspecified),-0.1,-10.4%
O=C(OCc1ccccc1)c1cc(Cl)c[nH]1,-6.7,-5.5%
CC(NC(=O)c1cc(F)ccc1Br)C1CC2CCC1C2 (stereo unspecified),0.5,-0.1%
O=C1CCC2(C(=O)NCc3ccccc3)SCCN12 (stereo unspecified),-5.6,22.5%
O=C(c1c(F)cccc1F)N(Cc1ccc2cc[nH]c2c1)C1CC1,-7.8,-4.6%

# One compound at a time (already shown).
# `COC(=O)CCC1CCCCC12OCCO2` (stereo unspecified) across the screens: LDHA inh: 17.1; ALOX12 inh: ?
# `CC(Sc1nncn1-c1cccc(Cl)c1)c1nc2ccccc2c(=O)[nH]1` (stereo unspecified) across the screens: LDHA inh: 3.5; ALOX12 inh: -4.7%
# `CCCCN1CCN(C(=O)c2cc(-c3ccncc3)nc3c(C)cccc23)CC1` across the screens: LDHA inh: 10.8; ALOX12 inh: 8.3%

# An excerpt, so the mix of outcomes need not match the whole.
